AID2073 – disruptors of CaV2.2 binding to Mint1 – biochemical, HTRF (AID 2073); HTRF protein-protein interaction, Mint1-CaV2.2; higher % means a stronger effect; one-dose inhibition, % at 20 µM; IC50 in µM for titrated hits; 290,000 compounds, 0.19% hits; in the data active means inhibition mostly above about 51%, no sharp cut-off; further: some results filed as inactive read as strong as hits
K1F lysis inhibition – protection from phage-mediated lysis, alamar blue read-out – E. coli UTI89, K1F phage, bacterial capsule biogenesis inhibitors (AID 488966) | E. coli UTI89 K1F phage lysis, alamar blue, 2 h; higher % means a stronger effect | inhibition, % at 100 µM; hits with a dose series show IC50 in µM | 340,000 compounds, 0.02% hits;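 active means phage lysis inhibition, versus mean bacterial control, above a set limit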;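 further: capsule biogenesis inhibitors block K1F phage lysis so surviving cells raise fluorescence; higher fluorescence means more inhibition of phage lysis; actives were called in the ten point dose series up to 300 µM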
LYP inhibition – PTPN22 lymphoid phosphatase activity blockers – biochemical, fluorescence intensity, uHTS (AID 1779); 290,000 compounds, 0.054% hits; inhibition, % at 11.5 µM, or IC50 in µM where a hit was titrated; recombinant LYP phosphatase, fluorescence intensity; higher % means a stronger effect; in the data active means inhibition above about 50%;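 further: plate controls were vehicle with enzyme for no effect and no enzyme for full effect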
RSV antiviral HEp-2 – RSV antiviral activity via CPE protection, HEp-2 cells, primary 10 µM value included (AID 2391). HEp-2 cells, RSV-induced CPE inhibition; higher % means a stronger effect. CPE inhibition, % at 10 µM; hits with a dose series show IC50 in µM. 310,000 compounds, 0.13% hits; in the data active means a potency from the dose series; further: strong numbers were not always called active
GPR35 arrestin U2OS – inhibition of zaprinast-stimulated GPR35 beta-arrestin translocation – imaging, U2OS, beta-arrestin-GFP, zaprinast agonist, primary screen (AID 2058); 290,000 compounds, 0.052% hits; one-dose inhibition, % at 10 µM; IC50 in µM for titrated hits; U2OS GPR35 beta-arrestin-GFP translocation imaging, zaprinast antagonism; higher % means a stronger effect;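 active means inhibition of at least 50% with at least 30 cells and total cytoplasm GFP at most 10,000,000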
WT yeast gro inh – growth inhibition of WT yeast, mitochondrial fusion screen | AID 1362 | 190,000 compounds, 2.1% hits | mitochondrial fusion phenotypic screen, WT strain | inhibition, % at 10 µM; in the data active means inhibition above about 58%; tested in S. cerevisiae
Dengue-2 NS5 capping – flavivirus cap methylation enzyme inhibition – biochemical, confirmation dose response, primary screen (AID 588689); one-dose inhibition, % at 25 µM; IC50 in µM for titrated hits; Dengue-2 NS5 methyltransferase capping enzyme assay, biochemical; higher % means a stronger effect; 340,000 compounds, 0.3% hits; in the data active means a potency from the dose series
Autophagy HCS – modulators of autophagy; MEF GFP-LC3 puncta imaging; test concentration mostly 10 µM; calls only at 10 µM (by protocol); 190,000 compounds, 0.98% hits;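 active means percentage of spot-positive cells more than 3 SD above its plate mean, without a fluorescence outlier flag or 80% toxicity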;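 further: spot-positive cell cutoff set from DMSO-treated cells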
NTR1 agonist – agonists of NTR1, primary screen, imaging, U2OS cells, beta-arrestin-GFP, high content (AID 493036). activation, % at 20 µM. P30989. NTR1-U2OS beta-arrestin-GFP spot imaging, agonist mode. 330,000 compounds, 0.17% hits;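 active means activation at or above 40% of the spot to cytoplasm intensity ratio, with at least 20 cells analyzed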;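 further: 0% = DMSO without peptide and 100% = 100 nM NTR1 peptide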
Target sequence (P30989 whole entry, looked up): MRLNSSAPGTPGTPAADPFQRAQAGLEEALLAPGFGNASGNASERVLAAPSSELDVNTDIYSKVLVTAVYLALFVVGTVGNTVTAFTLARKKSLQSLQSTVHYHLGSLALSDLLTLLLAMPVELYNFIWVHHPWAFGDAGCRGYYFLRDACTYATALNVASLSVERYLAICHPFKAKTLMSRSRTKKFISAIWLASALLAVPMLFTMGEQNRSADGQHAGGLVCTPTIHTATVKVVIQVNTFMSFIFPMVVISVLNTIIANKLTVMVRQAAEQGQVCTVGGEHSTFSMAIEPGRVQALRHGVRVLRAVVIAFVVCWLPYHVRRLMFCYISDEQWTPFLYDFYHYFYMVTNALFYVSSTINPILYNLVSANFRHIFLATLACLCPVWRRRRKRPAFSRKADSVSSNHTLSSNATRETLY
WT yeast gro inh mutant strain – further read-out of WT yeast gro inh, marked with its call; inhibition, %; mitochondrial fusion phenotypic screen, mutant strain inhibition
Autophagy HCS cell loss 18 h – second read-out of Autophagy HCS, no call of its own (marks repeat the call); toxicity, %; measured here: cell loss, nuclei count;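 cell loss after 18 h compound exposure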
NTR1 agonist cell count 20 µM – also measured in NTR1 agonist; calls as there; cell count; measured here: cell count, cytotoxicity flag
Dengue-2 NS5 capping pilot replicate – recorded beside Dengue-2 NS5 capping, whose call it bears; inhibition, %; measured here: pilot screen replicate inhibition
* hit, by the source's call; i = inactive; . = no result given; [ ] = another dose, or the depositor's remark.

SMILES	AID2073	K1F lysis inhibition	LYP inhibition	RSV antiviral HEp-2	GPR35 arrestin U2OS	WT yeast gro inh	WT yeast gro inh mutant strain	Dengue-2 NS5 capping	Autophagy HCS	Autophagy HCS cell loss 18 h	NTR1 agonist	NTR1 agonist cell count 20 µM	others
COC(=O)c1sc2nc(C)nc(SCC(=O)Nc3sccc3C(N)=O)c2c1C	.	0.2%[50 µM]	.	8.5%	.	.	.	-7%	.	.	7.3	97
COC(=O)c1c(NC(=O)CSc2nnc(-c3cccnc3)n2Cc2ccco2)sc(C)c1C	-9%	-0.5%	2%	1.7%	-2%	-3	3	-5%	i	-3	1.9	89
CC(=O)Nc1cc(C(=O)NCCN2CCN(Cc3ccccc3)CC2)ccc1Sc1ccc(C)cc1	-2%	3.2%	-9%	-2.6%	3%	-5	6	1%	i	32	1.5	49
O=C(NCCCN1CCOCC1)c1cccc(S(=O)(=O)Nc2cc(Cl)ccc2Cl)c1	14%	-0.8%	-2%	3.6%	5%	-8	3	-8%	i	11	-1.2	43
O=C(CNC(=O)Cc1ccccc1)NCC(=O)OCC(=O)c1ccccc1Cl	0%	0.3%	-2%	2.2%	-1%	-11	2	4%	i	5	1.2	69
Cc1ccc(-n2cc(-c3ccccc3)c3c(N4CCN(C)CC4)ncnc32)cc1	1%	0.5%	-11%	17%	-19%	62*	52*	-2%	i	17	3.0	60
COc1cc(NC(=O)CCc2nnc3ccc(N4CCN(C)CC4)nn23)cc(OC)c1	6%	2.3%	-5%	-0.1%	30%	.	.	1%	.	.	0.7	36
Cc1cccc(OCCC(=O)N(C)CC(=O)Nc2cccc3ccccc23)c1	-3%	-0.1%	-2%	3.0%	-12%	-3	-8	0%	i	-7	-0.6	90
CC1=C(C)CS(=O)N(c2ccc(S(N)(=O)=O)cc2)C1 (centres undefined)	29%	-2.8%	0%	2.1%	-2%	5	-16	-24%	i	6	16	82
CC(=O)NC(Cc1ccc(F)cc1)C(=O)NC1CCN(C(=O)Nc2ccccc2C)CC1 (centres undefined)	35%	0.1%	-1%	-0.8%	7%	.	.	-8%	.	.	0.3	49
O=C(CSc1nnc(-c2ccncc2)o1)Nc1cc(F)ccc1F	.	0.3%[50 µM]	.	0.7%	.	.	.	-5%	.	.	-0.1	54
O=C(Oc1ccc(C(=S)N2CCOCC2)cc1)c1ccc([N+](=O)[O-])cc1[N+](=O)[O-]	-6%	0.9%	-8%	1.7%	-10%	.	.	9%	.	.	1.3	42	Dengue-2 NS5 capping pilot replicate=-1.8
O=C(/C=C/c1ccc2c(c1)OCO2)N1CCN(c2ccc(Cl)cc2)CC1	5%	2.0%	-10%	0.6%	5%	-3	-5	-8%	i	2	3.5	67
O=C(CSc1ncccc1C(=O)O)c1ccc2ccccc2c1	-1%	-0.9%	-6%	2.4%	12%	9	-13	-8%	i	11	5.9	71
CSc1nnc(C)c(=O)n1COC(=O)/C=C/c1ccc2c(c1)OCO2	16%	0.0%	1%	1.2%	3%	-15	15	-4%	i	2	2.1	51
CC(C)(C)c1ccc(Cn2ccc(-c3ccc4c(c3)OCO4)n2)cc1	-2%	2.5%	-1%	16%	18%	-6	-13	-9%	i	27	0.7	83
CCCN(C(=O)CSc1n[nH]c(-c2ccc(OC)cc2)n1)c1c(N)n(Cc2ccccc2)c(=O)[nH]c1=O	.	-0.4%[50 µM]	.	-0.4%	.	.	.	-14%	.	.	0.5	61
O=C(CN1CCC(O)(c2ccccc2)CC1)Nc1ccc2c(c1)OCCO2	-15%	0.1%	-6%	-1.2%	-6%	-9	8	-5%	i	1	0.0	46
CC(c1ccccc1)c1nnc(N)s1 (centres undefined)	-14%	0.3%	-6%	1.6%	6%	1	-2	0%	i	-4	0.8	31
COC(=O)[C@H](Cc1ccccc1)NC(=O)N1CCCCCC1	-7%	-0.3%	-7%	2.0%	-7%	.	.	-3%	.	.	-0.8	100
CCOC(=O)N1CCN(c2ccc(Cl)cc2)CC1	13%	7.1%	1%	2.6%	6%	-13	-8	-5%	i	3	-0.2	41
COc1cccc(C(=O)NC2=NCCS2)c1OC	4%	5.5%	-9%	1.1%	5%	19	27	-8%	i	-2	0.7	56
COc1ccc(SC[C@H](Cc2ccccc2)N2CC[C@@H](C(C)(C)C)CCC2=O)cc1	.	0.9%	.	-1.6%	.	.	.	0%	.	.	8.7	68
N=C1C(c2nc3ccccc3[nH]2)=C(O)CN1c1ccccc1	13%	-0.1%	-5%	1.6%	-19%	17	7	-1%	i	-8	-0.5	50
COc1ccc(OC)c(-c2cc(C(=O)Nc3ccc(F)cc3F)no2)c1	17%	-0.1%	-14%	-0.6%	4%	9	-7	-5%	i	5	-0.4	67
SMILES	AID2073	K1F lysis inhibition	LYP inhibition	RSV antiviral HEp-2	GPR35 arrestin U2OS	WT yeast gro inh	WT yeast gro inh mutant strain	Dengue-2 NS5 capping	Autophagy HCS	Autophagy HCS cell loss 18 h	NTR1 agonist	NTR1 agonist cell count 20 µM	others
COc1ccc2nc(C)cc(N3CCOCC3)c2c1	2%	3.2%	4%	0.9%	17%	-4	7	2%	i	3	-0.9	63
CN(C)CCN(C(=O)/C=C/c1cccs1)c1nc2ccc(Br)cc2s1	8%	0.1%	-7%	-1.2%	-14%	.	.	3%	.	.	-0.7	57
Cc1nc2ccc(NC(=S)N3CCOCC3)cc2nc1C	9%	-0.8%	-2%	0.3%	-15%	1	7	6%	i	7	0.8	33
CCNC(=S)Nc1ccc(Cc2nc3ccccc3[nH]2)cc1	-5%	0.0%	-10%	1.9%	-1%	.	.	3%	.	.	-1.2	74
COC(=O)c1cccc(COC(=O)c2ccc(N(C)C)cc2)c1	6%	-0.5%	1%	4.2%	-20%	9	-3	1%	i	-7	1.4	80
Cc1ccc(C2CC(c3ccc(Cl)cc3)n3nc(N)nc3N2)cc1 (centres undefined)	15%	-2.1%	-7%	-0.3%	-5%	6	3	-5%	i	-5	10	40
Cn1c(N2CCN(c3ccccn3)CC2)nc2c1c(=O)n(Cc1ccc(Cl)cc1)c(=O)n2C	0%	0.2%	-3%	14%	6%	31	3	-6%	i	-1	7.7	58
CCOc1ccc(OCCCCN(C)C)cc1	-2%	-0.6%	-11%	0.5%	-5%	9	2	-3%	i	-4	1.0	36
CCOC(=O)c1ccc(NC(=O)N2CCc3ccccc3C2)cc1	7%	-0.3%[50 µM]	-6%	5.2%	4%	.	.	-5%	.	.	0.7	57
CCOc1ccc(C2Nc3ccccc3NC3=C2C(=O)CC(C)(C)C3)cc1OC (centres undefined)	3%	-0.1%	-9%	0.7%	15%	.	.	7%	.	.	-0.3	54
Nc1nc(-c2ccccn2)nc(N)c1Cc1c(F)cccc1Cl	15%	i	-2%	-3.6%	-13%	6	4	-5%	i	12	1.1	90
COC(=O)c1ccc(N2CCN(C)CC2)c(NC(=O)c2cccnc2)c1	-9%	0.3%	0%	-0.1%	-4%	3	6	-1%	i	-40	-0.9	36
CC(C)(C)C(=O)Cn1c(NCCO)nc2ccccc21	4%	0.8%	-5%	-0.9%	-6%	-10	-6	8%	i	-4	-0.8	50
COc1cccc(Oc2ccc(OC)cc2C(=O)O)c1	-1%	-2.1%	-6%	1.1%	0%	.	.	-2%	.	.	-2.0	56
Cc1ccc(N(Cc2ccccc2)C(=O)c2ccc(F)cc2)cc1	1%	0.0%	-5%	1.2%	0%	.	.	0%	.	.	2.5	59
COc1ccccc1N1CCN(C(=O)c2ccc(Cn3c(=O)[nH]c4ccsc4c3=O)cc2)CC1	8%	-0.1%	-3%	-0.3%	7%	.	.	1%	.	.	-1.2	60
COc1ccc(Cl)cc1C1=CC(=O)C[C@H](c2ccc(F)cc2)C1	.	-0.1%	.	1.1%	.	.	.	0%	.	.	1.6	51
COc1ccc(C(=O)N(C(C)C)C(C)C)c(OC)c1	-7%	2.1%	-6%	0.4%	3%	-11	1	-2%	i	4	-1.2	73
COc1cccc(OC)c1C(=O)OCCCOC(=O)c1c(OC)cccc1OC	-2%	0.4%[50 µM]	-8%	1.6%	-11%	.	.	-1%	.	.	0.7	60
COCc1cc(=O)n2[nH]c(C)nc2n1	4%	0.5%	-3%	-1.3%	-6%	15	25	-4%	i	-6	-1.8	80
Cn1c(=O)oc2cc(S(=O)(=O)Nc3ccc(O)cc3)ccc21	-1%	-0.2%	-8%	0.2%	-5%	.	.	0%	.	.	0.6	71	Dengue-2 NS5 capping pilot replicate=-5.2
O=C(NCc1ccc(F)cc1Cl)C1CCN(S(=O)(=O)N2CCC3(CC2)OCCO3)CC1	-5%	0.2%	-9%	0.1%	-11%	15	2	-3%	i	-3	-0.9	46
CC1=NN(c2ccccc2)C(=O)/C1=C\C=C1/N(C)c2ccccc2C1(C)C	3%	0.3%	6%	12%	17%	38	24	-29%	i	14	0.9	77
C/C(=N\NS(=O)(=O)c1ccc(Br)cc1)c1cccs1	-4%	0.1%	3%	3.4%	-4%	1	2	-7%	i	-4	-0.8	90
CCCOc1cccc(C2C(C(=O)c3cccs3)=C(O)C(=O)N2CCN2CCOCC2)c1 (centres undefined)	-3%	0.2%	-7%	1.1%	-2%	.	.	-5%	.	.	0.7	98
CC(NC(=O)CCCCCN1C(=O)c2ccccc2C1=O)c1ccc2c(c1)CCCC2 (centres undefined)	9%	-0.2%	1%	2.2%	-4%	25	9	0%	i	0	3.6	65

Gathered by group: the entries above containing an aryl thioether with sulfur outside any ring
SMILES	AID2073	K1F lysis inhibition	LYP inhibition	RSV antiviral HEp-2	GPR35 arrestin U2OS	WT yeast gro inh	WT yeast gro inh mutant strain	Dengue-2 NS5 capping	Autophagy HCS	Autophagy HCS cell loss 18 h	NTR1 agonist	NTR1 agonist cell count 20 µM	others
COC(=O)c1sc2nc(C)nc(SCC(=O)Nc3sccc3C(N)=O)c2c1C	.	0.2%[50 µM]	.	8.5%	.	.	.	-7%	.	.	7.3	97
COC(=O)c1c(NC(=O)CSc2nnc(-c3cccnc3)n2Cc2ccco2)sc(C)c1C	-9%	-0.5%	2%	1.7%	-2%	-3	3	-5%	i	-3	1.9	89
CC(=O)Nc1cc(C(=O)NCCN2CCN(Cc3ccccc3)CC2)ccc1Sc1ccc(C)cc1	-2%	3.2%	-9%	-2.6%	3%	-5	6	1%	i	32	1.5	49
O=C(CSc1nnc(-c2ccncc2)o1)Nc1cc(F)ccc1F	.	0.3%[50 µM]	.	0.7%	.	.	.	-5%	.	.	-0.1	54
O=C(CSc1ncccc1C(=O)O)c1ccc2ccccc2c1	-1%	-0.9%	-6%	2.4%	12%	9	-13	-8%	i	11	5.9	71
CSc1nnc(C)c(=O)n1COC(=O)/C=C/c1ccc2c(c1)OCO2	16%	0.0%	1%	1.2%	3%	-15	15	-4%	i	2	2.1	51
CCCN(C(=O)CSc1n[nH]c(-c2ccc(OC)cc2)n1)c1c(N)n(Cc2ccccc2)c(=O)[nH]c1=O	.	-0.4%[50 µM]	.	-0.4%	.	.	.	-14%	.	.	0.5	61
COc1ccc(SC[C@H](Cc2ccccc2)N2CC[C@@H](C(C)(C)C)CCC2=O)cc1	.	0.9%	.	-1.6%	.	.	.	0%	.	.	8.7	68
